Screening results as filed in PubChem BioAssay.
HepG2 tox – kills HepG2 cells in TGF-b inhibitor counter-screen; AID 588856; HepG2 CAGA-GFP viability, ATP luminescence, 18 h; actives 0.76% (n = 410,000); Potency, µM (highest dose often 46.1 µM), without a hit: top-dose activity change, negative = cytotoxicity, hits mostly cytotoxic; note: potency is the fitted concentration of half-maximal effect; some results filed as inactive show a strong effect at the top dose
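CellTiter-Glo luminescence gave cytotoxicity after 18 hours at 37 degrees C. The cells were HepG2 CAGA-GFP in 1% FBS DMEM, stimulated with 500 pg/mL TGF-beta after compound addition. %Activity was normalised to no-cell wells (complete cell-killing) and DMSO (no toxicity), and curves were fitted and classified.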
IL-1B inflam inh – inhibitors of inflammasome signaling (IL-1 beta secretion). THP-1 LPS/ATP IL-1B secretion, AlphaLISA, 16 h; stronger effect = lower value. actives 4.7% (n = 360,000). activity change, % at 57.5 µM; in the data active = activity change below about -50%; inconclusive = mostly about -30% to -49%; note: % is set by controls: 0 for no effect and ±100 for the full control effect
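Secreted IL-1B measured by AlphaLISA bead assay after 16 h compound exposure of THP-1 cells; compounds (final up to 57.5 uM) added 1 h before LPS (250 ng/mL) and ATP (1.25 mM) stimulation; lower signal means less secretion.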
SW480 rerep – DNA re-replication induction in SW480 cells | SW480 DNA re-replication, Hoechst DNA content imaging, 48 h | Potency, µM (doses to about 46.1 µM), without a hit: top-dose re-replication activation, hits mostly activators | actives 1.8% (n = 340,000) | AID 624297; note: potency is the fitted concentration of half-maximal effect; % of control where 0% means no effect; nearly all actives have a fitted effect of over 55% in size
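Quantitative HTS format with DMSO vehicle controls; 48 hr drug incubation at 37 C, then 40 min Hoechst staining and scanning imager measurement at 405 nm excitation.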
HT1080 IDH1KD tx – kills HT-1080 cells with IDH1 knockdown. HT-1080 IDH1 knockdown viability, ATP luminescence, 48 h. AID 686971. actives 2% (n = 360,000). Potency, µM (titrated, usually from 46.1 µM), for inactives: at the top dose activity, negative = toxicity, most hits filed as cytotoxic;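 note: potency is the fitted concentration of half-maximal effect; 0% = DMSO wells and -100% = cell-free medium wells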
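IDH1KD HT-1080 cells, 750/well, RPMI + 5% FBS; compound pinned after 2 h settling; 48 h, 37 °C; CellTiter-Glo luminescence; % activity normalised to DMSO and no-cell wells; curves fitted, classed by r2 and efficacy.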
KB-3-1 tox – KB-3-1 parental cell cytotoxicity. KB-3-1 viability, CellTiter-Glo ATP luminescence, 72 h. Potency, µM (series often up to 46.1 µM), inactives show top-dose activity change, negative = cytotoxic, actives largely listed as cytotoxic. actives 1.4% (n = 400,000). AID 1347075; note: potency is the fitted concentration of half-maximal effect; % is set by controls: 0 for no effect and ±100 for the full control effect; nearly all actives have a fitted effect of over 60% in size
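72 h, 37 °C compound treatment of KB-3-1 parental cells; CellTiter-Glo added, 10 min, luminescence read. Data corrected against DMSO-only plates and normalized before curve fitting.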
ATXN2 expr inh – ATXN2 expression inhibition. HEK-293 ATXN2-luciferase reporter, luminescence, 24 h. Potency, µM (top dose mostly 57 µM), for the others: at the top dose activity change, negative = inhibition, usual class: inhibitors. actives 0.72% (n = 360,000). AID 1745845; note: potency is the fitted concentration of half-maximal effect; % is set by controls: 0 for no effect and ±100 for the full control effect; nearly all actives have a fitted effect of over 55% in size
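qHTS (up to 57 uM final) was run with 24 h compound exposure of reporter cells at 37 °C. Each well was multiplexed: SteadyGlo luminescence measured ATXN2-luciferase expression after a fluorogenic Gly-Phe-AFC viability readout (25 uM final).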
ATXN viability – cell viability loss in ATXN counter-screen; actives 0.49% (n = 400,000); S2 cells (HEK-293 line with an ATXN2-luciferase reporter) viability, CellTiter-Fluor protease fluorescence, 24 h; AID 651635; Potency, µM (top dose mostly 56.7 µM), most hits filed as cytotoxic; note: potency is the fitted concentration of half-maximal effect; nearly all actives have a fitted effect of over 40% in size
MCF10A rereplic – induces DNA re-replication in MCF 10a normal breast cells; MCF 10A DNA re-replication, Hoechst nuclear intensity, 48 h; Potency, µM (series often up to 46.1 µM), inactives show top-dose activity, positive = re-replication, hits mostly activators; actives 2.9% (n = 350,000); note: potency is the fitted concentration of half-maximal effect; % of control where 0% means no effect; nearly all actives have a fitted effect of over 50% in size
HT1080-NT tox – kills 2HG-producing HT-1080-NT fibrosarcoma cells. HT-1080-NT fibrosarcoma viability, CellTiter-Glo ATP luminescence, 48 h. Potency, µM (top dose mostly 46.1 µM), for inactives: top-dose activity, negative = less viability, usual class: cytotoxic. actives 1.6% (n = 360,000);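 note: NT is the 2HG producing partner of a matched IDH1 knockdown line; potency is the fitted concentration of half-maximal effect; 0% = DMSO-treated cells and -100% = media-only wells without cells; nearly all actives have a fitted effect of over 55% in size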
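Viability by CellTiter-Glo luminescence after 48 h compound exposure at 37C of HT-1080-NT cells (750/well, RPMI, 5% FBS). % activity scaled between DMSO wells and medium-only wells, then curve-fitted and categorized by curve class.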
* = called active by the depositor; i = inactive; ? = inconclusive; · = no result given; & = joins results of further samples; [ ] = dose if it differs, or a comment. Unless noted, calls come from the whole dose curve; as a rule, active = well fitted curve in the direction sought with a large enough effect; inconclusive = small, poorly fitted or top-dose-only effect, or another doubt; inactive = no such curve, though single readings can be large; an effect the other way counts as inactive or inconclusive.

SMILES	HepG2 tox	IL-1B inflam inh	SW480 rerep	HT1080 IDH1KD tx	KB-3-1 tox	ATXN2 expr inh	ATXN viability	MCF10A rereplic	HT1080-NT tox
Cc1ccc(C2C(C(=O)O)c3ccccc3C(=O)N2C)o1 (stereo unspecified)	3%	9	-35%[inhibitor]	8%	-6%	6%	i	-26%	?
CCC(C)NS(=O)(=O)c1ccc(NS(C)(=O)=O)cc1 (stereo unspecified)	-10%	4	3%	1%	5%	2%	i	3%	-1%
Fc1cccc(NCc2cccn2-c2nnc(N3CCOCC3)s2)c1	-8%	·	·	·	-4%	3%	i	·	·
COC(=O)/C=C1\S/C(=N/NC(=O)c2ccccc2)NC1=O	-12%	-2	-8%	1%	4%	5%	i	-2%	1%
CCC(=O)N(C)C[C@H]1Oc2ncc(C#Cc3ccncc3)cc2C(=O)N([C@@H](C)CO)C[C@@H]1C	6%	12	·	3%	-4%	9%	i	·	7%
CN(NC(=O)CN1C(=O)c2ccccc2C1=O)C1=NS(=O)(=O)c2ccccc21	-12%	6	-7%	14%	16%	-2%	i	1%	17%
CC(=O)c1ccc(OC(C)C(=O)NC2CCCCC2C)cc1 (stereo unspecified)	-1%	-5	-5%	-3%	-1%	-6%	i	-3%	-2%
O=S(=O)(c1ccc2ccccc2c1)N(CC(O)COCc1ccco1)c1ccccc1 (stereo unspecified)	-23%	-10	11%	?	-3%	-9%	i	?	-26%
OC(c1ccc(F)cc1)c1nc(-c2cnc3ccccc3c2)cs1 (stereo unspecified)	-13%	49	·	0%	0%	56%[activator]	i	·	-9%
Cc1c(Cl)c([N+](=O)[O-])nn1CCCC(=O)Nc1sc2c(c1C(N)=O)CCC(C)C2 (stereo unspecified)	-6%	-3	-2%	-1%	-5%	2%	i	-2%	0%
COc1ccc(-n2c(=O)[nH]c3cc(C(=O)NCCc4ccc(Cl)cc4)ccc3c2=O)cc1OC	-5%&-33%	12	?	-8%	-1%&0%	-9%	?	15µM*	0%
O=C(Nc1ccn(Cc2ccc(Cl)cc2)n1)c1ccc2c(c1)OCO2	-16%	34	-4%	-4%	6%	19%	i	-5%	-27%
O=C1C2C3c4ccccc4C(c4ccccc43)C2C(=O)N1c1cccnc1 (stereo unspecified)	1%	-4	4%	29%	-4%	-2%	i	14%	13%
CCOC(=O)CN(C(=O)CNC(=O)c1cccs1)C(C(=O)NC1CCCC1)c1cccnc1 (stereo unspecified)	2%	17	-1%	3%	2%	4%	?	?	10%
O=C(C=Cc1ccccn1)c1ccccc1	10µM*	-98*	?	10µM*	?	?	·	3.3µM*	?
CCCc1c(C)[nH]c2nc3ccccc3n2c1=O	-31%	-6	-9%	16%	-2%	20%	i	-1%	18%
COc1ccc(C(=O)N2CCCN(C)CC2)c(OC)c1	-3%	33	?	10%	5%	7%	i	4%	7%
COc1ccccc1C1c2[nH]c3ccccc3c2C[C@H]2C(=O)N(C3CCN(Cc4ccccc4)CC3)CC(=O)N12 (stereo partly specified)	-43%	-26	?	?	?	-24%	?	23%	?
CCn1cc(C2=NCC(C)O2)c2ccccc21 (stereo unspecified)	-1%	-7	?	?	-8%	-14%	i	9%	11%[9.24 µM]
CCCCOC(=O)c1ccc(NC(=O)COC(=O)CSc2nc(C)cc(C)n2)cc1	1%	41	5%	-10%	0%	22%	?	?	2%
Cc1cccc(NC(=O)/C(C#N)=C\c2ccc(C(=O)O)cc2)c1	-41%	0	1%	-4%	3%	-25%	i	7%	11%
Cc1oc(-c2ccccc2Cl)nc1CN1CCCCC1c1cccnc1 (stereo unspecified)	-20%	11	-13%	4%	20%	-30%	i	1%	11%
NC(=O)C1(N2CCCCC2)CCN(C(=S)Nc2ccccc2)CC1	1%	19	-11%	2%	0%	24%	i	6%	4%
O=C(NCc1cccc(Cl)c1)c1cccc2c(-c3cccnc3)coc12	-44%	?	·	-25%	0%	28µM*	20µM*	·	-14%
COc1cccc(NC(=O)CN(C)C(=O)CSc2nc(C)cc(C)n2)c1	10%	0	-28%	0%	14%	-11%	i	-3%	4%
CCc1ccc(CNC(=O)CCn2nc(C)c3c(C)n(-c4ccccc4)nc3c2=O)cc1	9%&7%	2	-8%	1%	8%&9%	-9%	i	2%	2%
COCCCNC(=O)CSc1nc2nc(C)c(Cc3ccccc3Cl)c(C)n2n1	-7%	·	·	·	4%	5%	i	·	·
Cc1ccc2scc(N3CCN(c4ccccc4)CC3)c(=O)c2c1	-13%	·	·	·	3%	2%	?	·	·
COC(=O)c1[nH]c2cccc(Cl)c2c1NC(=O)CN(C)C1CCCCC1	-42%	-7	-2%	-10%	-23%	-16%	?	1%	?
O=C(NN=C1CCCC1)c1ccccc1[N+](=O)[O-]	-2%	11	-8%	11%	5%	12%	i	2%	20%
CC1CCCCN1C(=O)CSc1nnc(-c2c[nH]c3ccccc23)o1 (stereo unspecified)	-41%	-8	-1%	-13%	6%	41%[activator]	i	5%	-3%
C#CCOCCOCCOCCNc1nc(N2CCN(C(=O)CCCCCCCCCCNC(=O)Cn3cc(C[C@@H](C)O)nn3)CC2)nc(N2CCN(C(=O)CCCCCCCCCCNC(=O)[C@H](CCCCN)n3cc(C[C@@H](C)CC)nn3)CC2)n1	13µM*	-77*	0%	21µM*	?	25µM*	20µM*	?	?
COc1cc(CNC(=O)Nc2nc(C(N)c3ccccc3)cs2)cc(OC)c1OC (stereo unspecified)	-19%	-21	·	-16%	?	-3%	i	·	-20%
Cc1ccc(S(=O)(=O)N/N=C/c2c(C)nn(-c3ccccc3)c2C)cc1	-16%	-11	0%	-4%	4%	1%	i	-3%	-3%
CC(=O)Nc1ccc(NC(=O)C2CCC(CNS(=O)(=O)c3cccc4nsnc34)CC2)cc1 (stereo unspecified)	0%	17	-1%	7%	0%	·	?	-1%	5%
CC(C)c1ccc(NC(=O)C2CCCN(S(=O)(=O)c3cnc[nH]3)C2)cc1 (stereo unspecified)	2%	6	9%	0%	4%	-2%	i	-12%	-3%
O=C(Cc1ccccc1)Nc1sc2c(c1C(=O)Nc1ccccc1Cl)CCCCC2	-43%	·	·	·	1%	2%	i	·	·
CCOC(=O)Cn1cc(C=O)c2ccccc21	-1%	8	-4%	2%	-1%	·	·	6%	1%
CC(C)(C)N(Cc1ccccc1)C(=O)c1ccncc1	25%	-23	-27%	2%	16%	-28%	i	0%	-4%
O/N=C/c1ccc(OCc2ccccc2)c(Cl)c1	0%	-2	6%	-21%	?	83%[activator]	i	4%	1%
O=S1(=O)NC(=NCc2ccccc2)c2ccccc21	-27%	17	-5%	15%	1%	-7%	i	-21%	12%
COc1cccc(CNC(=O)c2nn(C)c3c2CS(=O)(=O)c2ccccc2-3)c1	3%	·	·	·	4%	-4%	?	·	·
CC(=O)N1CCC(N(Cc2ccco2)C(=O)Nc2cccc(C)c2)CC1	0%	·	·	·	-7%	-1%	i	·	·
Cn1c(Cc2ccccc2)nnc1SCC(=O)Nc1ccc(N2CCOCC2)cc1	-21%	8	-3%	14%	17%	-14%	i	0%	7%
COc1ccc(Nc2ccc(S(=O)(=O)N3CCCCC3)cc2[N+](=O)[O-])cc1Cl	-8%	-14	2%	-9%	-6%	0%	i	3%	-1%
CCCCn1c(=O)c(CC(C)=O)nc2ccccc21	0%	-5	-1%	1%	13%	-11%	?	8%	-8%
O=C(c1ccco1)N1CCN(C(c2ccc(F)cc2)c2nnnn2Cc2cccs2)CC1 (stereo unspecified)	1%	-3	-6%	8%	-2%	2%	i	1%	6%
CCOc1cc(/C=C(\C#N)C(=O)NCc2cccnc2)ccc1O	20%	-1	-42%[inhibitor]	6%	1%	·	?	-1%	3%
CC1(C)NC(=O)N(CC(O)Cn2nnc3ccccc32)C1=O (stereo unspecified)	-5%	18	1%	19%	24%	8%	i	-3%	15%
Cc1ccc(SCCNC(=O)c2ccc(C)c([N+](=O)[O-])c2)cc1	0%	15	-45%[inhibitor]	-4%	12%	10%	i	18%	8%

Compounds from the list above containing a cyano group (two):
SMILES	HepG2 tox	IL-1B inflam inh	SW480 rerep	HT1080 IDH1KD tx	KB-3-1 tox	ATXN2 expr inh	ATXN viability	MCF10A rereplic	HT1080-NT tox
Cc1cccc(NC(=O)/C(C#N)=C\c2ccc(C(=O)O)cc2)c1	-41%	0	1%	-4%	3%	-25%	i	7%	11%
CCOc1cc(/C=C(\C#N)C(=O)NCc2cccnc2)ccc1O	20%	-1	-42%[inhibitor]	6%	1%	·	?	-1%	3%

Carrying on:
SMILES	HepG2 tox	IL-1B inflam inh	SW480 rerep	HT1080 IDH1KD tx	KB-3-1 tox	ATXN2 expr inh	ATXN viability	MCF10A rereplic	HT1080-NT tox
Cc1ccc(CN2CC(N3CCN(C4CCN(C)CC4)CC3)CS2(=O)=O)cc1 (stereo unspecified)	2%	3	·	1%	0%	13%	i	·	-1%
CN(CCOc1ccccc1)CCOc1ccccc1	-10%	5	-12%	2%	-1%	-2%	i	3%	2%
CCn1ccc(C(=O)NC2CCCC2)n1	9%	8	2%	9%	12%	-2%	i	2%	1%
Cc1cc(NC(=O)CSc2nnc(CNC(=O)c3cccc(C(F)(F)F)c3)o2)no1	-2%	5	0%	-1%	0%	3%	i	2%	-6%
Cc1nc(N2CCCCC2)sc1C(=O)c1ccc(SCCO)c([N+](=O)[O-])c1	-6%	-54*	29%	-18%	-8%	-9%	i	?	-12%
COc1ccc(CNC(=O)c2ccc(NC(=O)N3CCSc4ccccc43)cc2)cc1	3%	·	·	·	-3%	12%	i	·	·
CCCc1c(C(=O)NNc2cc(C(F)(F)F)ccc2Cl)cnn1-c1ccccc1	-26%	-6	-1%	-8%	-2%	-8%	i	6%	-25%
CCOC(=O)C[C@H]1c2ccc(C(F)(F)F)cc2S(=O)(=O)N1C1CCCC1	-21%&2%	7	-1%	-3%	1%&-14%	-9%	i	1%	14%

This is a random part of the collection; 8.9% or so of the library scored in one or more.
